FXIa inh 1536 = blocks human coagulation factor XIa protease activity. purified FXIa, Boc-Glu-Ala-Arg-AMC fluorogenic substrate. inhibition, % at 5 µM. 220,000 compounds, 0.14% hits;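 active = inhibition of at least 40%; inactive = inhibition below 40%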;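 note: fluorescence of freed AMC excited at 355 nm; 0% = enzyme without compound and 100% = no enzyme blank; many of its hits are not listed in these tables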
FXIIa inh = inhibitors of human coagulation factor XIIa. P00748. 220,000 compounds, 0.3% hits. inhibition, % at 5 µM. purified FXIIa, Boc-QGR-AMC fluorogenic substrate, 2 h; in the data active = inhibition above about 40%;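 note: 0% = enzyme with no compound and 100% = blank without enzyme; many of its hits are not listed in these tables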
Target sequence (P00748 20-372 limits assumed): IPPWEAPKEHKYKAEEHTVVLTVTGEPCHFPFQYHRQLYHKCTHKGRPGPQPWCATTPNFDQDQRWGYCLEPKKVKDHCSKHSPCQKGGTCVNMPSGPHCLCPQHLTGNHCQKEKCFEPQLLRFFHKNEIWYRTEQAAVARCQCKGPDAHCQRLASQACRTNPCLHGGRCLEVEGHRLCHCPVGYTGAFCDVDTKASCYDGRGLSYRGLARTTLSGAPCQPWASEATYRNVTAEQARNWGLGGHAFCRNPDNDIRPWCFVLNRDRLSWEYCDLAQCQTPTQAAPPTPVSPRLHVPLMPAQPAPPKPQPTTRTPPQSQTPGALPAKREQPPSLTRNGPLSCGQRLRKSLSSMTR
Target sequence (P00748 373-615 limits assumed): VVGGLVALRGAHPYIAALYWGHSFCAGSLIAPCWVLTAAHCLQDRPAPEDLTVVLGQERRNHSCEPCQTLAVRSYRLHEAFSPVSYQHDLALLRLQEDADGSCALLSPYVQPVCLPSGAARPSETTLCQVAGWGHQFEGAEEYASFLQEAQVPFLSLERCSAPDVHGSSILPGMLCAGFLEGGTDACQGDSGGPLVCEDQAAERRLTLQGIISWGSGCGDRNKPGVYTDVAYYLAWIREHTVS
PPC-1+TRAIL kill = kills PPC-1 cancer cells in the presence of TRAIL; PPC-1 cells + TRAIL, ATPLite viability luminescence; cell killing (% activity), % at 4 µM; 220,000 compounds, 0.41% hits; AID 1443;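 active = cell killing above 50% in the first pass at 4 µM, then a duplicate retest at 5 µM averaging 50% or more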;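 note: plate controls were cells with TRAIL plus DMSO for no effect and medium-only wells lacking cells for full effect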
CHOP inhibitor = inhibitors of CHOP induction in ER stress response; inhibition, % at 10 µM; CHO-K1 CHOP-promoter luciferase, tunicamycin-induced, 15-18 h; 220,000 compounds, 3.8% hits;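 active = compounds that reduced the stress-induced luciferase reporter signal by more than about 70% of percent inhibition, limit read from the data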;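 note: 0% = tunicamycin plus vehicle and 100% = wells without tunicamycin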
Tb hexokinase = blocks Trypanosoma brucei hexokinase 1 activity; recombinant TbHK1, G6PDH-coupled NADH A340; 220,000 compounds, 0.11% hits; AID 1430; inhibition, % at 10 µM;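 active = inhibition of 50% or more in the single-dose primary screen; inactive = inhibition below 50%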
TNF death inh = blocks TNF-alpha induced death of Jurkat FADD-/- cells; Jurkat FADD-/- TNF necroptosis rescue, ATP luminescence, 24 h; 0 = TNF only, 100 = no-TNF cells; activation (protection from cell death), % at 10 µM; 220,000 compounds, 0.068% hits;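 active = activation, meaning protection from cell death, of at least 50% relative to plate controls; inactive = activation below 50%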;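 note: necroptosis triggered by 40 ng/mL TNF-alpha added together with compound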
PGE2 EP2 inh = EP2 receptor (human) inhibition; 260,000 compounds, 0.52% hits; inhibition, % at 25 µM; P43116; C6 glioma cells expressing human EP2, cAMP TR-FRET; cells stimulated with saturating PGE2;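 active = percent inhibition above 40 after rounding to a whole number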;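 note: rat C6 glioma host cells with rolipram phosphodiesterase inhibitor present; the protocol text gives 20 µM as final concentration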
Target sequence (P43116 whole entry, looked up): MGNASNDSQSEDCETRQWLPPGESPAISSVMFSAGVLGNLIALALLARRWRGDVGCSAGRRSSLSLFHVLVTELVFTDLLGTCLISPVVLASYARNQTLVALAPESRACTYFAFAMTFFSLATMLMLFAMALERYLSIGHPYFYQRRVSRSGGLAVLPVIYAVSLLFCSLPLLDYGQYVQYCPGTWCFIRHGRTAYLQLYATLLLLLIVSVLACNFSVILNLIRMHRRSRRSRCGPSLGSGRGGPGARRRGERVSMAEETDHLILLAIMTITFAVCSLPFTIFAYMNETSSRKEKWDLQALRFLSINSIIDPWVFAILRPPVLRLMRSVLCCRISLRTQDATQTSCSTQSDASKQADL
Wee1 stabilizer = blocks degradation of human Wee1 kinase. HeLa Luc-Wee1K328M stability, luciferase luminescence; 100% = proteasome inhibitor MG132 effect. 220,000 compounds, 1.2% hits. reporter increase, % at 5 µM. AID 1321;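 active = activation above the mean of all tested compounds plus 3 SD, set per screening run, cut at about 8.8% in these data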;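 note: cells exposed to compound for 20 h before luminescence read; 0% = DMSO alone and 100% = MG132 at 30 µM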
L929 necroptosis = blocks zVAD induced death of L929 cells. L929 zVAD necroptosis rescue, ATP luminescence, 24 h; with zVAD 60 µM. viability rescue, % at 10 µM. 220,000 compounds, 0.38% hits. AID 1377;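 active = activation, scaled between plate controls, above about 75%, limit read from the data; inactive = activation under that limit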;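 note: 0% = zVAD with DMSO and 100% = DMSO alone without zVAD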
Starred values were filed as active, the others as inactive; . = no result given; & = joins results of further samples; [ ] = another dose, or the depositor's remark.

Fields: FXIa inh 1536	FXIIa inh	PPC-1+TRAIL kill	CHOP inhibitor	Tb hexokinase	TNF death inh	PGE2 EP2 inh	Wee1 stabilizer	L929 necroptosis
> C=CCNc1nc(SCC=C)nc2ccsc12
 : 3	14	7	24	-1	-11	.	-2	0.1
> Cc1cc(C)nc(SCC(=O)Nc2ccc(S(=O)(=O)NC(C)(C)C)cc2)n1
 : -12	-10	8	52	-4	-0.5	7	3	0.2
> Cc1noc(C)c1COC(=O)c1ccccc1Oc1ccccc1
 : 9	20	-16	45	1	-2.1	13	-3	-0.3
> Oc1ccccc1N=Nc1ccccc1O
 : -2	5	43[5 µM]	73*	0	-17	2	3	47
> C=CCN=C1CC(C)(C)CC(=O)/C1=C(/O)CCC(=O)OC
 : 0	16	11	6	1	-0.7	2	-2	-0.4
> CCCCC1=CC2=C(c3ccco3)C(=O)C(C)(OC(=O)c3ccc(OC)cc3)C(=O)C2=CN1C1CCCCC1 (stereo unspecified)
 : 1	6	6	101*	-12	-3.1	10	.	-0.3
> CCn1c(CC(=O)Nc2ccccc2)nnc1SCc1nc2ccccc2c(=O)[nH]1
 : 1	8	6	-10	-6	8.9	7	-1	-0.3
> Cc1ccc(C(=O)CC(C(=O)O)n2cnc([N+](=O)[O-])n2)cc1 (stereo unspecified)
 : -5	-2	4	1	-4	0.0	5	8	1.4
> COc1ccccc1-n1c(=O)c2c3c(sc2n2c(SC)nnc12)CCC3
 : .	.	.	.	-6	-2.2	6	2	0.1
> COc1ccccc1OCC(=O)Nc1cccc(N(C)S(C)(=O)=O)c1
 : 2	1	37	36	-4	-1.3	8	-3	1.2
> Cc1cc(CNC(=O)C(C)n2cc([N+](=O)[O-])cn2)c2ccccc2n1 (stereo unspecified)
 : 0	10	-4	-1	-10	-5.3	8	1	0.0
> CCCNc1c(NC(C)=O)c(=O)oc2ccccc12
 : 4	11	37	4	38	1.2	11	-2	0.4
> O=C(NCCC1=CCCCC1)c1cnc2n(c1=O)CCS2
 : 6	12	11	0	3	-1.1	10	0	-0.6
> C=CCN1C(=O)C(Cc2ccccc2)S/C1=N/N=C/c1cccs1 (stereo unspecified)
 : 6	7	-35	-1	-8	1.1	9	-2	-0.3
> O=C1c2ccccc2C(=O)N1CCSc1nc2ccccc2c(=O)n1CCCN1CCOCC1
 : -1	11	-6	-3	-8	1.8	6	0	0.2
> O=C(Nc1ccc(Cl)cc1)Nc1ccc(S(=O)(=O)Nc2ncccn2)cc1
 : 5	12	11	-7	7	-0.2	3	-1	0.3
> CCOC(=O)c1c(C)c(C(=O)N2CCN(c3ccc(F)cc3)CC2)c(C)n1C
 : -7	-1	-14	4	-5	0.7	4	6	1.6
> O=C(N/N=C/c1cccnc1)c1ccccc1[N+](=O)[O-]
 : 12	17	17	-25	-1	2.6	4	6	1.8
> O=C(Cn1c2[n+](c3ccc(C(F)(F)F)cc31)CCCCC2)Nc1ccc(Br)cc1
 : 2	5	-8	-21	5	3.5	6	-1	6.1
> COc1ccc(OC)c2sc(NC(=O)C(C)C)nc12
 : -5	9	16	-2	3	1.1	14	1	0.2
> CCOC(=O)c1cn(-c2ccccc2CO)c2c(F)c(F)c(F)cc2c1=O
 : 15	25	-10	-9	-2	-0.3	4	0	-0.1
> O=C(Nc1nc(-c2cccs2)cs1)c1ccc(S(=O)(=O)N2CCCC2)cc1
 : 7	12	6	44	3	-4.6	13	0	1.2
> CCOC(CNC(=O)c1ccc2c(c1)ncn2-c1ccc(F)c(F)c1)OCC
 : -4	6	-2	14	2	1.2	2	-2	78*
> CC(O)/C=C/C1OC(=O)CC1Nc1ccc(C=O)cc1 (stereo unspecified)
 : 4	13	-2	7	-44	-0.3	17	11*	0.3
> COc1cc(/C=N/N=C(/N)c2nonc2N)cc(Br)c1OCc1ccccc1C
 : 1	10	9	60	-4	-2.4	5	1	0.9
> COc1ccc([N+](=O)[O-])cc1NC(=O)C(C)c1ccccc1 (stereo unspecified)
 : 6	7	9	58	-6	0.5	5	-3	0.8
> COCCNC(=O)c1ccc(C)c(S(=O)(=O)Nc2ccc(C)cc2)c1
 : -5	-8	22	34	43	1.0	11	-2	0.7
> Cc1cccc(N2C(=O)C(Oc3ccc(Cl)cc3Cl)C2C(=O)O)c1C (stereo unspecified)
 : -11	2	31	20	4	1.0	5	-3	1.9
> COc1ccc(CCN=C(N)NS(=O)(=O)c2ccc(OC)cc2)cc1
 : -7	-3	-12	2	-4	2.5	6	1	1.1
> COC(=O)[C@H]1CCCN1C(=O)Nc1cccc(Oc2c(F)c(F)c(F)c(F)c2F)c1
 : 2	12	.	0	-2	-0.1	.	-4	0.2
> O=C(c1ccc(Cl)cc1)N1CCc2c([nH]c3ccccc23)C1C(F)(F)F (stereo unspecified)
 : -7	1	3	34	1	-0.1	20	0	1.1
> CCC(C)[C@H](NC(=O)NCc1cccnc1)C(=O)OC (stereo partly specified)
 : 1	3	-3	12	-5	2.5	9	-2	0.0
> COc1cccc(OCC(=O)O)c1
 : 4	8	21	5	-8	0.2	5	2	5.3
> Cc1ccc(S(=O)(=O)Oc2ccc(C3C4=C(CCCC4=O)N(CCC(=O)O)C4=C3C(=O)CCC4)cc2Cl)cc1
 : -4	-11	22	15	1	1.1	9	0	1.0
> COCCn1c(=O)[nH]c2cc(C(=O)NCc3ccccc3)ccc2c1=O
 : 4	-2	-5	-7	-14	1.3	4	-2	-0.2
> Cc1cc(C)n(-c2ccc(F)cc2CN2CCN(Cc3ccccc3)C(CCO)C2)n1 (stereo unspecified)
 : 1	7	-1	5	-2	-0.1	4	0	-0.4
> COc1ccc(S(=O)(=O)NCCSc2ccc(C)cc2)cc1OC
 : 0	12	4	36	3	-2.8	9	-1	0.0
> COc1ccc(NC(=S)N2CCC(C(=O)c3ccc(F)cc3)CC2)c(OC)c1
 : 0	2	16	7	10	0.7	10&11	-2	0.0
> O=C(CSc1cn(Cc2ccccc2)c2ccccc12)NCc1ccc(F)cc1
 : -4	1	2	1	2	-0.7	10	0	.
> CCOC(=O)c1[nH]c2ccccc2c1NC(=S)Nc1ccccc1C
 : 10	16	5	-2	-4	-0.6	15	2	.
> O=C(Cn1cncn1)N/N=C/c1ccncc1
 : 2	10	5	-8	3	0.2	6	-3	-0.8
> COc1cc(NS(=O)(=O)c2ccc(F)cc2)c(OC)cc1NC(=O)C1CC1
 : -3	6	7	24	3	1.8	5	2	0.5
> CCCCNC(=O)c1onc(CSc2ccc(C(C)C)cc2)c1C(=O)O
 : 4	7	-16	13	-1	-2.2	14	-2	0.2
> CCc1ccc(-c2cc(C(=O)NCCCn3ccnc3)c3ccccc3n2)s1
 : 28	24	39	-8	-6	-0.4	8	-1	0.1
> Cc1cc2cc(CN(Cc3cccs3)C(=S)NCC3CCCO3)c(=O)[nH]c2cc1C (stereo unspecified)
 : 6	5	17	11	22	3.6	6&10	-3	1.0
> Cc1ccc(C(=O)CSc2nnnn2Cc2ccccc2)cc1C
 : 2	4	12	22	-5	4.8	4	2	-0.1
> Cc1ccc(C2C(C#N)=C(N)Oc3c2sc2ccccc32)o1 (stereo unspecified)
 : 2	15	9	39	-2	-14	15	-1	30
> CCc1nnc(-n2nc(C)cc2-c2ccccc2)n1N
 : -1	-15	11	29	-1	-2.4	12	1	-0.2
> COc1ccccc1NC(=O)Nc1ccc2[nH]c(=O)[nH]c2c1
 : 2	7	19	9	2	-2.1	5	-1	0.5
> COc1ccc(-c2nnc3ccc(SCC(=O)N4CCCCC4)nn23)cc1OC
 : 12	16	9	48	-7	-1.2	11	-1	0.6
> COc1ccc2c(c1)O[C@H](c1ccc3c(c1)OCO3)[C@@H](OC(=O)Nc1cc(OC)c(OC)c(OC)c1)C2=O
 : 10	24	6	-34	-4	-5.6	.	3	-1.0
> Cc1ccc(C(=O)/C=C2\NCC(C)NC2=O)cc1 (stereo unspecified)
 : 3	23	38	23	-22	-0.8	9	-2	-0.1
> Cc1cccc(-c2nnc(N)s2)c1
 : 6	15	18	-15	2	0.3	9	-2	-0.3
> CC(=O)Nc1ccc(C(=O)Nc2nc(-c3cccnc3)cs2)cc1
 : -2	3	2	-3	-6	-1.6	10	3	54
> c1ccc(C2(CNc3ccccn3)CCCC2)cc1
 : -7	0	10	18	0	2.1	9	1	0.8
> COc1ccc(NC(=O)C(C/C=C(/C)Cl)C(C)=O)cc1 (stereo unspecified)
 : 3	9	15	17	3	1.3	14	-2	-0.6
> O=C(COc1ccc(/C=N/NC(=O)c2ccccc2O)cc1)Nc1ccccc1
 : -6	3	15	-21	0	-0.3	12	7	70
> CSc1ccc(S(=O)(=O)Nc2ccc(S(=O)(=O)Nc3ccc(C)cc3)cc2)cc1
 : -2	10	11	31	-2	1.4	10	5	-0.8
> CC(=O)Nc1ccc(NC(=O)C2CCCN(c3nnc(-n4cccc4)s3)C2)cc1 (stereo unspecified)
 : 4	8	12	-6	-6	-2.6	23	-4	0.5
> CCOC(=O)c1cnn(-c2ccccc2)c1NC(=O)c1ccc(C)cc1
 : -4	12	9	15	-5	-0.1	3	1	-0.2

(cont.)
Fields: FXIa inh 1536	FXIIa inh	PPC-1+TRAIL kill	CHOP inhibitor	Tb hexokinase	TNF death inh	PGE2 EP2 inh	Wee1 stabilizer	L929 necroptosis
> COC(=O)c1cn(NC(=O)Cc2ccccc2Br)c(=O)c2ccccc12
 : -4	4	16	8	-6	0.4	10	-1	1.4
> CCOc1cc2c3c(c1)C1(Nc4ccccc4S1)C(=O)N3C(C)(C)CC2C (stereo unspecified)
 : -18	2	-10	13	-5	-0.8	10	-1	-0.2
> CC(C)Nc1nc(-c2ccccn2)nc(-c2ccccc2)c1C#N
 : -1	7	3	41	0	1.1	5	0	1.9
> CC1(C)Cc2ccccc2-c2nnc(-c3ccco3)n21
 : -14	12	28	13	-3	0.9	5	-4	-0.2
> O=C(NC1CC1)C1CCN(C2CCN(C(=O)CC3=CCCCC3)CC2)CC1
 : -3	6	9	-10	-6	-0.4	11	-1	3.3
> Cc1cc(=O)n(CNC(=O)c2ccccc2)c(=S)[nH]1
 : -5	0	-12	-13	0	-0.2	24	7	0.2
> CCOC(=O)CCn1cc(F)c(=O)[nH]c1=O
 : -3	5	-5	-12	-4	-0.5	8	-2	9.4
> O=C(CCCN1C(=O)C2CCCCN2C1=O)N1CCN(c2ccc([N+](=O)[O-])cc2)CC1 (stereo unspecified)
 : -4	5	9	-14	-13	-3.5	10	-1	0.5
> Cc1ccc(NS(=O)(=O)c2ccc(Cl)s2)cc1S(=O)(=O)N(C)C
 : 8	2	8	-3	-7	1.9	4	1	0.1
> COc1ccc2[nH]c(=O)c(CNc3ccccc3)cc2c1
 : 0	8	12	5	-13	-5.8	20	2	0.6
> CC(C)N(C(=S)NC1CCCCC1)c1ccccc1
 : -1	9	12	19	3	-0.9	3	3	-1.0
> COc1cc(S(=O)(=O)Nc2cccc(C)c2)ccc1NC(=O)c1ccncc1
 : 0	1	14	3	-4	1.8	4	-1	0.1
> CC(NC(=O)N(Cc1ccccc1)Cc1ccc2c(c1)OCO2)(C(F)(F)F)C(F)(F)F
 : -13	-4	19	59	2	0.0	10	2	0.5
> COc1ccc(N(CC(=O)Nc2ccc(S(=O)(=O)N3CCCCC3)cc2)S(C)(=O)=O)cc1OC
 : 8	14	-7	-22	-8	-3.5	9	24*	0.1

Taken from above:
In TNF death inh, Cc1cc(=O)n(CNC(=O)c2ccccc2)c(=S)[nH]1 is listed with -0.2
In Tb hexokinase, O=C(CCCN1C(=O)C2CCCCN2C1=O)N1CCN(c2ccc([N+](=O)[O-])cc2)CC1 (stereo unspecified) is listed with -13

Screening results as filed in PubChem BioAssay.

Not all compounds are listed, so the mix of outcomes need not match the whole.
